Tat transport: inhibitors of E. coli Tat protein transport. actives 0.036% (n = 340,000). inhibition, % at 10 µM. E. coli MC4100 TorA-mCherry Tat export, fluorescence;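 active = mean replicate inhibition at least 50% and at least half of replicates individually reaching 50%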;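 also: exported cargo escapes ClpAP degradation while cytoplasmic cargo is degraded and loses fluorescence; 0% = median of neutral control wells and 100% = median of NaSCN control wells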
phage Ecoli inh: E. coli growth loss with phage present | growth absorbance | inhibition, % at 11.9 µM | actives 0.26% (n = 360,000); in the data active = inhibition above about 11%
AddAB inh: less growth of phage-infected E. coli with AddAB; AID 435030; actives 0.29% (n = 330,000); E. coli expressing H. pylori AddAB, absorbance growth; inhibition, % at 11.9 µM; in the data active = inhibition above about 12%;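 also: 0% = vehicle wells of infected cells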
HTR5A inv ctr: counter-screen for OPRM1-OPRD1 inverse agonists: human HTR5A inverse agonism. P47898. HTR5A cell line, luminescence. inhibition, % at 9.3 µM. actives 0.083% (n = 340,000). AID 504634; in the data active = inhibition mostly above about 23%, no sharp cut-off; inactive = mostly below about 18%;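 also: 0% = cells with DMSO and 100% = no-cell wells with DMSO; some compounds called inactive have numbers as strong as hits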
Target sequence (P47898 whole entry, looked up): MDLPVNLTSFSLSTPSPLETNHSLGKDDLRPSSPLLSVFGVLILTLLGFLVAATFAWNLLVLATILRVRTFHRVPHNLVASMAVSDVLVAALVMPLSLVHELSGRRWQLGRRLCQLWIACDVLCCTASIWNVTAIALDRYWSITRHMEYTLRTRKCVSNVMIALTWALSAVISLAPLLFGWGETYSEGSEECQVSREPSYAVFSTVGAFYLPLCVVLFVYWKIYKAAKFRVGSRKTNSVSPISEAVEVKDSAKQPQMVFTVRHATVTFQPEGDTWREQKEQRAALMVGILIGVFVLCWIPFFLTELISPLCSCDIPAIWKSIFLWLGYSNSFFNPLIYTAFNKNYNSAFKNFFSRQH
Mot1-301 SUMO: blocks SUMOylation pathway, rescuing yeast Mot1-301 growth | AID 2716 | actives 1% (n = 320,000) | growth rescue, % at 18.8 µM | S. cerevisiae Mot1-301 growth rescue, ATP luminescence, 38.5C; percent above DMSO median, 100 means doubled;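 active = every valid replicate shows activation above 250% relative to neutral control wells; inactive = the rest, any valid replicate at or below 250%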;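 also: OY570 slx delta 5 strain wells were the positive control but not used for scaling; some compounds called inactive have numbers as strong as hits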
PKA-R2B activ: activates the human PKA-R2B holoenzyme complex; actives 0.079% (n = 340,000); AID 504700; activation, % at 11.4 µM; PKA-R2B holoenzyme dissociation, Cy5-IP20 fluorescence polarization; R2B truncated from residue 108, S112A mutant; 0% DMSO only, 100% 113 µM cGMP; P22694+P31323;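 active = activation above a cutoff set at the mean over all compounds plus 3 SD, cut at about 18% in these data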;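 also: higher means more holoenzyme dissociation and a rise in polarization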
HTR5A ag ctr: HTR5A agonism, opioid heterodimer counter-screen | activation, % at 9.3 µM | HTR5A agonist assay, luminescence, cell-based | actives 0.61% (n = 340,000) | P47898; in the data active = activation mostly above about 9.5%, no sharp cut-off; inactive = mostly below about 7.6%;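 also: 0% = cells with vehicle only and 100% = reference agonist; strong numbers were not always called active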
CDK5 p35 inh: blocks human CDK5/p35 kinase activity | inhibition, % at 10 µM | AID 488839 | Recombinant CDK5/p35, ADP-Glo luminescence, 60 min | actives 0.01% (n = 330,000) | Q00535+Q15078;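 active = highest replicate inhibition of at least 50% and at least 75% of replicates reaching 50%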;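 also: plate controls were DMSO neutral control for no effect and GW8510 at 10 µM for full effect; many of its hits are not listed in these tables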
Target sequence (Q00535 whole entry, looked up): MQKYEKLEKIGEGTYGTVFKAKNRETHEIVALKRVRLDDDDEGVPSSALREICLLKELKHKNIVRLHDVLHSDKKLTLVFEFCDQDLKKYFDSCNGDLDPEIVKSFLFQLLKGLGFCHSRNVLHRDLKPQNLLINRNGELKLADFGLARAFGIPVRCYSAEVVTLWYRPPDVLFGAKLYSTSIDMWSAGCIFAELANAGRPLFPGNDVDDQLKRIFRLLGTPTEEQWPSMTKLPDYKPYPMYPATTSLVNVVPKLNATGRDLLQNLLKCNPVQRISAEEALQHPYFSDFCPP
Target sequence (Q15078 whole entry, looked up): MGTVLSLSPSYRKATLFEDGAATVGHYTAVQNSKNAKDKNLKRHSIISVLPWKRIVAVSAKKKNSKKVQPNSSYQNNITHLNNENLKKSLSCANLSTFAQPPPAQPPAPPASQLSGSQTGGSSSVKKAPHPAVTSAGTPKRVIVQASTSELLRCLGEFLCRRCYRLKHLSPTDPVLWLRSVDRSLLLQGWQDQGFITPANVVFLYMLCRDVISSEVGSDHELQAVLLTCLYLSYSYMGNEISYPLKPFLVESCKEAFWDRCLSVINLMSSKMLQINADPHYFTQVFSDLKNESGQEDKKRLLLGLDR
DAGLB inhibitor: blocks human DAGLB lipase activity. inhibition, % at 5.17 µM. HEK293T DAGLB membrane lysate, EnzChek fluorogenic substrate. actives 0.059% (n = 340,000); in the data active = inhibition above about 34%;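 also: 0% = enzyme with vehicle and 100% = wells lacking enzyme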
E coli growth: counter-screen for AddAB inhibitors: E. coli growth inhibition; E. coli V3065 growth, OD600 absorbance, 18 h; inhibition, % at 11.9 µM; actives 0.27% (n = 330,000);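 active = inhibition above the campaign's mean inhibition across all tested compounds plus 3 SD, cut at about 9.9% in these data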;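 also: uninfected addAB+ strain grown without phage in ampicillin broth; 0% = DMSO wells and 100% = ciprofloxacin 0.95 µg/ml wells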
PKA-R1A act: PKA-R1A complex activation. P00514+P68181. PKA-R1A dissociation, Cy5-IP20 fluorescence polarization; scaled: DMSO 0%, 113 µM cGMP 100%. activation, % at 11.4 µM. actives 0.083% (n = 340,000). AID 504707;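 active = percent activation above the mean of all tested compounds plus 3 SD, cut at about 19% in these data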;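 also: higher means more PKAc released from R1A so a rise in polarization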
Starred values were filed as active, the others as inactive; . = not tested or not shown.

SMILES	Tat transport	phage Ecoli inh	AddAB inh	HTR5A inv ctr	Mot1-301 SUMO	PKA-R2B activ	HTR5A ag ctr	CDK5 p35 inh	DAGLB inhibitor	E coli growth	PKA-R1A act
O=C(NC1CCCCC1)c1ccc(S(=O)(=O)NCc2cccnc2)cc1	-0.2	1.1	-0.8	13.8	7.6	-1.5	-5.2	-1.6	-0.8	-0.2	-1.9
Cc1ccc(NC(=S)N(Cc2ccco2)C2CCN(C(C)C)CC2)cc1	-9.0	3.9	2.4	13.5	43.1	-2.0	-5.2	-0.6	-0.4	-0.9	-6.0
CC(C)N(Cc1ccccc1)C(=O)COc1ccccc1	-1.8	-0.2	3.7	-6.5	-7.6	2.2	4.3	0.0	-0.2	-2.1	-7.1
COc1ccc(S(=O)(=O)NCc2ccc(C(=O)O)cc2)cc1	-8.8	1.8	3.5	-3.8	7.8	-0.3	-1.1	-0.4	-1.4	-1.1	2.1
CCSc1nc2c([nH]1)c(=O)n(C)c(=S)n2C	3.9	0.0	.	-6.8	.	-4.0	1.7	4.3	0.5	.	2.7
CCOC(=O)C1CCN(C(=O)CCNS(=O)(=O)c2ccc(C)cc2)CC1	-0.7	2.0	2.2	-4.6	26.1	-1.1	1.9	-3.7	-0.5	2.3	-9.9
O=C(CCCN1CCC(O)(c2ccc(Br)cc2)CC1)c1ccc(F)cc1	-10.0	4.9	-0.8	-29.3	271.6	4.2	-2.0	-0.2	0.8	1.3	-6.0
COc1ccc(CC(NC(C)=O)C(=O)N2CCN(C(=O)N(C(C)C)C(C)C)CC2)cc1 (stereo unspecified)	-4.5	2.7	2.0	-9.9	-5.2	-11.0	2.4	-0.5	-2.9	-0.8	1.0
CCC(=O)Nc1nc(C)c(-c2csc(Nc3ccc(C(=O)O)cc3)n2)s1	2.5	-0.1	.	8.2	.	0.9	-2.3	1.9	3.4	.	-8.9
CCOc1cccc(/C=N/NC(=O)c2cccnc2)c1O	12.9	-2.3	0.7	-1.6	-0.2	-4.4	0.5	-1.8	-0.9	-0.2	-4.4
CC(C)(C)c1ccc(C(=O)NC(=S)NNC(=O)c2cccs2)cc1	-18.5	0.1	-5.1	12.2	-0.9	1.1	0.1	1.0	5.6	-4.6	-22.5
COc1ccc(NC(=O)CNS(=O)(=O)c2ccc3nc(C)sc3c2)c(OC)c1	-4.3	0.9	2.7	-18.1	4.5	-12.0	7.4	-0.2	-1.7	-1.6	1.5
Cc1cc(C)c(NC(=O)CSc2nnc(SCC(=O)Nc3c(C)cc(C)cc3C)n2N)c(C)c1	4.3	2.0	3.3	-6.2	10.5	3.9	2.8	-0.8	0.4	2.0	-4.8
CCc1ccc(CNC(=O)c2nn(C)c3c2CS(=O)(=O)c2ccccc2-3)cc1	2.7	-0.6	3.9	-9.6	7.3	-10.8	-2.2	0.9	0.6	-2.2	-10.2
CCOc1ccc(C(=O)N2CCCC(c3nc(-c4ccc(C)o4)no3)C2)cc1 (stereo unspecified)	2.3	0.0	6.3	13.6	170.8	13.0	-2.9	0.1	-2.3	0.1	5.6
CCN(CC)C(=O)COn1c(SCC(=O)N(CC)CC)nc2ccccc2c1=O	-4.4	1.2	2.1	2.6	-6.6	-2.1	-1.0	1.7	-1.1	0.8	9.7
Nc1cc2[nH]c(=O)c3ccccc3c2cc1Br	-1.1	3.8	.	-14.0	.	-0.6	3.6	-1.7	2.8	.	2.5
CCOc1ccc(C)cc1S(=O)(=O)n1ccc(C)n1	-2.7	2.9	2.4	11.3	308.1	10.1	-4.4	-0.6	-3.0	-0.8	6.1
O=c1cc(-c2ccc(O)cc2)oc2c(-c3c(O)cc(O)c4c(=O)cc(-c5ccc(O)cc5)oc34)c(O)cc(O)c12	-2.8	2.0	2.5	9.8	.	1.8	-2.1	-1.4	7.2	2.4	6.3
CCOC(=O)C1CCN(S(=O)(=O)c2ccc3[nH]c(=O)ccc3c2)CC1	0.3	3.9	0.0	-23.1	1.7	-16.0	-3.6	-1.6	0.5	-1.3	-4.8
COc1ccc(NC(=O)C(CCSC)NC(N)=O)cc1Cl (stereo unspecified)	-7.2	0.1	1.1	3.9	-6.6	-8.0	-1.5	-4.6	-2.4	1.2	3.0
CC(=O)N(Cc1ccccc1C)c1cccc(C)c1C	-0.4	5.3	1.3	15.0	3.3	-1.8	-4.5	0.1	-3.2	1.0	-6.4
CCN(CC)CCCN(CC(=O)N(C)Cc1ccccc1)C(=O)c1ccc([N+](=O)[O-])cc1	-4.7	-0.5	2.0	6.3	55.8	5.8	7.0	0.7	2.9	-0.5	6.9
O=C(NCc1nnnn1-c1ccc(F)c(F)c1)C(=O)c1c[nH]c2ccccc12	6.3	-1.0	1.7	5.4	10.1	-3.8	-5.3	-0.2	0.4	0.8	-6.8
CCNC(=S)NCc1ccc2c(c1)OCO2	7.0	3.5	-0.2	-0.3	264.8	-3.8	-3.4	0.1	1.0	-1.6	-0.4
Cn1c(=O)n(C)c2cc(S(=O)(=O)NCC(=O)O)ccc21	-4.5	3.2	-0.8	-10.4	-18.7	8.2	3.9	-1.7	-3.1	-1.1	17.5
Cc1nn(Cc2cccc(C(=O)Nn3cc([N+](=O)[O-])cn3)c2)c(C)c1[N+](=O)[O-]	-9.3	2.4	2.0	18.4	-10.8	-12.4	3.1	-0.8	3.4	0.3	3.3
O=[N+]([O-])c1cc(F)cc(F)c1Nc1ccc(F)cc1	-7.8	1.9	.	7.8	.	-12.1	-2.0	0.0	18.0	.	-6.2
CC1CCCCN1C(=O)/C=C/c1ccccc1[N+](=O)[O-] (stereo unspecified)	-15.2	4.5	0.2	-4.2	229.6	-2.2	1.5	-0.2	-1.4	-0.8	-6.7
COc1cc(Oc2ccccc2)nc(N)n1	-0.4	0.3	4.3	-10.1	256.8	0.6	3.7	-0.7	-2.9	3.1	-0.9
COc1ccc(-n2c(SCC(=O)Nc3nccs3)nc3c(c2=O)SC(C)C3)cc1 (stereo unspecified)	-5.5	3.5	-1.0	-5.7	0.8	-6.3	3.2	0.7	2.4	-3.5	6.9
Cc1sc(NC(=O)C2C3C=CC(C3)C2C(=O)O)c(C(N)=O)c1-c1ccc(C(C)C)cc1 (stereo unspecified)	2.8	2.8	2.5	-9.1	5.0	7.6	-2.7	0.2	9.3	-0.1	-13.7
C/C(CS(=O)(=O)c1ccc(Cl)cc1)=N/NC(N)=S	-1.8	2.9	2.9	0.8	4.4	-6.2	-0.3	-0.3	-2.4	1.6	0.8
CC/C(C)=N\Nc1nc(-c2cc3cc(OC)ccc3oc2=O)cs1	5.5	1.6	0.2	-5.1	47.7	4.2	-2.0	0.0	0.6	0.6	-6.7
CCC/C(O)=N\S(=O)(=O)c1ccc(N=NN(C)C)cc1	-6.4	1.5	3.1	3.6	268.9	-1.2	-1.0	0.7	0.7	2.3	-2.7
COc1ccc(S(=O)(=O)N2CCN(c3ccccn3)CC2)cc1OC	-1.9	1.4	1.6	11.4	-5.3	-6.8	2.9	-2.1	-1.1	-2.5	-1.8
Cc1cc(C)cc(NCCC#N)c1	5.6	4.4	-1.2	-8.6	-8.5	-0.4	3.2	-1.3	0.7	-2.6	-5.2
CC(C)CNC(=O)C(=O)NCC1CCCN1S(=O)(=O)c1cccs1 (stereo unspecified)	-4.9	1.9	0.9	-13.5	-7.0	-17.5	5.0	0.5	3.7	-0.5	-5.0
COc1ccc(Cl)cc1NC(=O)NN1CCN(C)CC1	6.8	2.9	0.2	-24.1	492.3	9.8	9.4	0.9	-1.5	1.8	4.9
CSc1nnc(-c2cccs2)n1-c1ccccc1	-0.4	0.2	0.0	29.1	131.9	-0.7	1.1	-0.4	-3.0	1.3	-2.0
COCCCNC(=O)c1ccc2c(c1)OCO2	1.7	2.8	-0.8	-18.3	-20.4	7.1	3.0	1.6	0.4	3.2	-4.8
Cc1cc(C)n(C(=O)CNC(=O)c2ccccc2Br)n1	-3.3	1.8	1.1	2.9	10.7	0.6	2.5	-0.6	2.3	-2.7	-1.9
CCCOc1ccc(Br)cc1/C=N/NC(=O)c1cc(OC)c(OC)c(OC)c1	-7.9	0.9	2.9	-27.2	5.2	-5.8	4.2	0.9	-1.0	-0.3	-2.1
O=C1C2C3C=CC(C3)C2C(=O)N1/N=C/c1cn(Cc2ccc(F)cc2)c2ccccc12 (stereo unspecified)	7.1	3.3	1.0	4.5	-6.5	-0.2	0.5	-1.2	1.7	0.8	-7.9
COc1ccc2ccc(=O)oc2c1CC=C(C)C	1.1	0.8	1.2	-3.0	22.4	-10.2	-2.7	0.1	-2.1	-2.2	-2.6
CS(=O)(=O)c1ccccc1-c1nc(-c2ccc(C(F)(F)F)cc2)no1	12.5	1.1	1.0	18.1	-9.3	-1.0	-1.2	0.2	-6.6	-1.9	2.2
C/C(=N\NC(=O)CCC(=O)Nc1ccc(C)c(C)c1)C1CC1	-8.6	2.0	.	-11.7	-4.6	-8.4	3.2	-1.0	2.2	.	-3.6
COc1ccc(C2C(C(C)=O)=C(C)Nc3ncnn32)cc1[N+](=O)[O-] (stereo unspecified)	3.2	0.4	1.7	-1.7	7.0	-4.6	0.5	-0.6	-0.3	-0.9	-8.5
Cc1csc(SCC(=O)NCc2ccc3c(c2)OCO3)n1	-2.5	1.9	-0.5	-3.2	-18.4	4.8	1.0	0.8	0.8	-0.8	5.0
Cc1ccc(N2CCN(C(=O)c3cccs3)CC2)cc1C	-7.3	-1.7	-2.0	4.9	-11.6	-2.8	2.5	-1.0	-11.7	0.6	-12.0
Cc1ccc(NS(=O)(=O)c2cc(OCC(N)=O)c(C)cc2Cl)cc1C	0.7	2.7	-0.4	-10.2	-0.1	-9.9	-0.5	0.3	-2.2	-0.2	8.4
O=C(CCCN=C1NS(=O)(=O)c2ccccc21)Nc1ccc(Cl)cc1	-0.5	3.1	1.0	0.5	-10.3	-10.8	-0.2	-1.2	1.3	-2.1	4.4
CCCCCc1c(O)nc(SCC(=O)NCC2CCCO2)[nH]c1=O (stereo unspecified)	10.2	0.0	4.0	5.4	-8.0	-11.0	-1.5	-1.1	0.4	-1.4	-7.1
COc1ccc(-c2cc(=O)oc3c(C)c(OCC(=O)Nc4cccnc4)ccc23)cc1	-10.4	-0.7	0.7	22.7	12.3	1.5	1.7	0.6	-0.1	-2.5	3.9
CCOc1ccccc1NC(=O)C(Sc1nnc2ccccn12)c1ccccc1 (stereo unspecified)	-1.9	2.5	4.8	-6.7	-6.9	3.0	-0.3	0.5	0.2	-1.1	-7.1
Cc1ccc(N2CC(C(=O)Nc3ccc4c(c3)OCCO4)CC2=O)cc1C (stereo unspecified)	5.3	2.2	4.9	-4.0	-0.7	12.9	1.7	1.5	-1.5	-1.4	9.4

Compound activity from PubChem.

Outcome played no part in choosing rows (roughly 2.3% active in at least one column).
